# TbPYK inhibitor – blocks Trypanosoma brucei pyruvate kinase | 410,000 tested, 0.12% active | TbPYK enzyme, Kinase-Glo Plus ATP luminescence, 45 min | Q57TT1 | Potency, µM (highest dose often 76.8 µM), inactives show top-dose activity, negative = inhibition, actives largely listed as inhibitors; active means well fitted inhibition curve with a large enough effect; inconclusive means small, poorly fitted or top-dose-only effect; further: nearly all actives have a fitted effect of over 50% in size
#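 Glycolytic pyruvate kinase of T. brucei was incubated with substrate, test compound and 130 uM ADP for 45 minutes at room temperature. Luminescent Kinase-Glo Plus signal was measured after 10 minutes.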
# * = called active by the depositor; ? = inconclusive; [ ] = dose if it differs, or a comment. On the % scale 0 is the no-effect control and ±100 the full control effect; potency means the concentration at half of the fitted maximal effect.
SMILES,TbPYK inhibitor
Cc1cccc(NC(=O)CSc2nc(-c3cccs3)cc(C(F)(F)F)c2C#N)c1C,-7%
COc1ccc(C2=C(N3CCN(c4cccc(C)c4)C(C)C3)c3ccccc3C2=O)cc1 (stereo unspecified),0%
CC(=O)Nc1cccc(-c2ccnc3c2CC(C)(C(=O)NCc2ccco2)O3)c1 (stereo unspecified),3%
O=C(Nc1c(C(=O)N2CCN(c3ccccc3)CC2)oc2ccccc12)c1ccccc1F,3%
CC1=C(c2ccc(C)cc2)S(=O)(=O)N(Cc2ccc(C(=O)Nc3ccc(C)c(F)c3)cc2)C1=O,3%
CC(C)[C@@H]1Cc2[nH][nH]c(=O)c2[C@H](C(C)C)O1,5%
C=CC1=CCN(S(=O)(=O)C(C)(C)C)[C@H]1CCO,-4%
COc1cccc(-n2ccn(CC(=O)c3ccc(F)cc3)c(=O)c2=O)c1,-2%
CCOc1cc(C(=O)OCc2cc(=O)n3c(C)csc3n2)cc(OCC)c1OCC,-4%
O=C(Cn1c(=O)c(C(F)(F)F)nc2ccccc21)Nc1ccc(Br)cc1F,-8%
NC(=S)NN=Cc1c[nH]c2nccnc12,-11%
CCN(CC)CCN(C(=O)c1ccco1)c1nc2ccc(Cl)cc2s1,-2%
CCOc1ccc(C(=O)Nc2ccc3oc(-c4ccc(Br)cc4)nc3c2)cc1,0%
CC1(C)OC(=O)C2=C(C[C@@H](CCOCc3ccccc3)O[C@@H]2c2ccc(F)cc2)O1,6%
COC(=O)[C@]12CCCCC=C1N(Cc1ccccc1)C(=O)[C@H](CC(=O)NCc1cccs1)C2,-10%
COc1ccc2[nH]c(=O)c(CN(C(=O)c3cccc(Cl)c3)c3ccccc3OC)cc2c1,-11%
O=C(Nc1ccc(Oc2ccccc2)cc1)c1ccc(F)c(S(=O)(=O)N2CCN(c3ccccc3F)CC2)c1,-8%
COc1cccc(OCc2cc(=O)n3c(-c4ccccc4)csc3n2)c1,-4%
CCc1ccc(NC(=O)c2cc(S(=O)(=O)N3CCCCC3)c[nH]2)cc1,-15%
Cc1nc(SCc2nc3ccc(Br)cc3[nH]2)c2oc3ccccc3c2n1,0%
COc1cc(OC)c(NC(=O)Nc2c(C)n(C)n(-c3ccccc3)c2=O)cc1Cl,-11%
COc1ccc(/C=C/C(=O)Nc2sc(C)c(C)c2C(=O)O)cc1,0%
CCC(C)NC(=O)CCSc1nc(-c2ccc3c(c2)OCO3)cc(C(F)(F)F)n1 (stereo unspecified),1%
COc1ccc(CSC2=C(C#N)C(=O)NC3(CCCCC3)S2)cc1,-9%
COc1ccc(-c2nc(CCNC(=O)Cc3ccc(F)cc3)cs2)cc1,7%
CC1(C(=O)NS(=O)(=O)c2cccs2)CCN1C(=O)CC1CCCCC1 (stereo unspecified),-1%
COc1ccc(CNC(=O)Cn2ccc3cc(S(=O)(=O)N4CCCCC4)ccc32)cc1OC,-5%
CN(C(=O)Cn1c(=O)n(Cc2ccc(C(=O)NCc3ccc4c(c3)OCO4)cc2)c(=O)c2ccccc21)c1ccccc1,-14%
CCOc1ccc(CCNCc2c(C(=O)O)n(Cc3ccc(C)cc3)c3cc(OC)ccc23)cc1,0%
CCCCNc1sc(S(=O)(=O)CC)nc1S(=O)(=O)c1ccc(C)cc1,3%
C[C@@H]1CN([C@@H](C)CO)C(=O)CCCn2nncc2CO[C@@H]1CN(C)C(=O)Oc1ccccc1,7%
O=C(OCc1cn([C@@H]2CN(Cc3cccs3)[C@@H](c3ccc(Cl)cc3)C[C@H]2O)nn1)c1ccccc1,-12%
C[C@@H]1CN([C@@H](C)CO)C(=O)CCCn2nncc2CO[C@H]1CN(C)Cc1ccc2c(c1)OCCO2,-2%
Cc1c(C(=O)NCc2cccc([N+](=O)[O-])c2)sc(=O)n1Cc1cccc(F)c1,3%
CCOC(=O)COc1ccc([N+](=O)[O-])cc1-c1ccnc2cc(-c3ccc(Cl)cc3)nn12,6%
O=C(c1ccc2c(c1)OCO2)c1ccc[nH]1,0%
CCC1CN(C(=O)C2CCN(S(=O)(=O)c3c(C)noc3/C=C/c3ccccc3F)CC2)c2cc(Cl)ccc2O1 (stereo unspecified),3%
CCCC1(CC(C)CC)C(=O)NC(=O)NC1=O (stereo unspecified),1%
c1coc(-c2nc3n(n2)C2(CCCCC2)[C@@H]2CCCC[C@@H]2N3)c1,4%
Cc1nc2sc(C(=O)N(C)Cc3ccccc3)c(NC(=O)c3ccccc3)c2c(C)c1Cl,4%
COc1ccc(CC(=O)NCCc2csc(-c3ccc(Cl)cc3)n2)cc1,3%
O=C(CSc1nc2c([nH]c3ccccc32)c(=O)n1-c1ccc(Cl)cc1)N1CCCCCC1,-3%
CCC1CCCCN1C(=O)CSc1n[nH]c(-c2ccccc2Cl)n1 (stereo unspecified),2%
CC(=O)c1cccc(-n2c(=O)c3c4c(sc3n(CC(=O)Nc3ccccc3F)c2=O)CN(C(C)=O)CC4)c1,-2%
COc1ccc(S(=O)(=O)NC(=O)C2(C)CCN2C(=O)Cc2ccc(-c3ccccc3)cc2)cc1 (stereo unspecified),1%

# In another format: results already given.
mol	TbPYK inhibitor
C[C@@H]1CN([C@@H](C)CO)C(=O)CCCn2nncc2CO[C@@H]1CN(C)C(=O)Oc1ccccc1	7%
O=C(OCc1cn([C@@H]2CN(Cc3cccs3)[C@@H](c3ccc(Cl)cc3)C[C@H]2O)nn1)c1ccccc1	-12%
C[C@@H]1CN([C@@H](C)CO)C(=O)CCCn2nncc2CO[C@H]1CN(C)Cc1ccc2c(c1)OCCO2	-2%

# Continuation:
SMILES,TbPYK inhibitor
COCCNC(=O)C1(C)CCCN(C(=O)c2ccc(-c3ccccc3)cc2)C1 (stereo unspecified),-7%
Cc1ccc(CC#N)c(-c2c(CC#N)ccc(C)c2C)c1C,-4%
COc1ccc(OC)c(NC(=O)[C@H](CSCc2ccccc2)N2Cc3ccccc3C2=O)c1,1%
CCOC(=O)C1(C)CCCN1C(=O)c1ccc(OC)cc1 (stereo unspecified),0%
CCC1=Nc2cc(C(=O)NCCc3ccccc3)ccc2Sc2ccc(Cl)cc21,8%
COc1ccc(OC)c(-c2nnc3n(Cc4ccc(C)cc4)c(=O)c4ccccc4n23)c1,-8%
CCOc1ccc(CCNC(=O)c2c(C)oc3ncn(C)c(=O)c23)cc1,-7%
Cc1cc(F)ccc1S(=O)(=O)Nc1ccc2oc3c(c2c1)CC(C)CC3 (stereo unspecified),-2%
Nc1cc(N)cc(Cc2ccccc2)c1,-22%
Cc1ccc(S(=O)(=O)n2nc(C)c(S(=O)(=O)N3CCCCCC3)c2C)cc1C,0%
C(=Cc1cnc2ccccc2n1)c1ccc2c(c1)OCO2,?
Cc1ccc(C)c(NC(=O)CSc2ncc3c(n2)-c2ccc(Cl)cc2N(C)S3(=O)=O)c1,-8%
COc1ccccc1-c1cnc(C(O)c2ccc(CN3CCCCC3)cc2)[nH]1 (stereo unspecified),-2%
O=C(NCc1cccc(F)c1)c1ccc2nc(CCc3ccccc3)oc2c1,-3%
CNS(=O)(=O)c1cn(CC(=O)Nc2ccc(OC)c(Cl)c2)cc1S(=O)(=O)NC,3%[15.4 µM]

# Reformatted field by field: 2 of the compounds above.
compound: Cc1ccc(S(=O)(=O)n2nc(C)c(S(=O)(=O)N3CCCCCC3)c2C)cc1C
  TbPYK inhibitor = 0%
compound: C(=Cc1cnc2ccccc2n1)c1ccc2c(c1)OCO2
  TbPYK inhibitor = ?

# Additional structures follow.
SMILES,TbPYK inhibitor
COc1cc2nc(SCc3ccc(C)cc3)n3nc(CCn4nc(C)cc4C)nc3c2cc1OC,0%
COc1ccc(Cl)cc1NC(=O)CCc1c(C)nc2c(c1C)c(=O)n(C)c(=O)n2C,1%
CCCCC1CC2=C(C(=O)OC(C)(C)O2)C(c2cccc3ccccc23)O1 (stereo unspecified),-8%
COc1cccc(CCNC(=O)Cn2c(-c3cccs3)cc3ccccc32)c1,5%
O=C(NCc1ccccc1)c1cccc2c(-c3ccc(F)c(F)c3)coc12,0%
CC1(C(=O)NS(=O)(=O)c2ccccc2)CCN1C(=O)c1ccc(C2CCCCC2)cc1 (stereo unspecified),-12%
O=C(c1cc(C(F)(F)F)cc(C(F)(F)F)c1)N1CCC2(CCCN(Cc3ccncc3)C2)CC1,6%
CC(=O)N1CCN(Cc2cc(=O)oc3cc(C)cc(C)c23)CC1,7%
CCN(CC)CCN(Cc1cc2cc3c(cc2[nH]c1=O)OCCO3)C(=S)NCCOC,-19%
CCNC(=O)CC1C(=O)N(c2ccccc2)C(=O)N1Cc1ccc(F)cc1 (stereo unspecified),1%
CC1=C(C(=O)N2CCOCC2)CC(CC(=O)NCCN2CCOCC2)C(=O)N1Cc1ccc(F)cc1 (stereo unspecified),13%
N#CCCC(C#N)(c1cccnc1)N1CCOCC1 (stereo unspecified),4%
COCCNC(=S)N(C)[C@H]1C[C@H]2c3cc(N4CCN(C)CC4)ccc3CCN2C(=O)[C@H]1[C@H](C)O,2%
CN1CCn2cnc(C(=O)NCC(=O)OC(C)(C)C)c2C1=O,-12%
COc1cccc(CNC(=O)c2cc(C)nc3c2c(C)nn3-c2ccc(C)cc2)c1,3%
CCc1cccc(C)c1NC(=O)c1ccc2c(c1)CCN2S(=O)(=O)CC,0%
O=C(NCc1ccncc1)c1ccc2nc([C@@H]3O[C@H](CO)[C@H](O)[C@H](O)[C@H]3O)[nH]c2c1,1%
CCOC(=O)c1cccc(NC(=O)Cc2ccc(NC(=O)N3CCCCc4ccccc43)cc2)c1,3%
COc1ccc([C@H]2CC(=O)C[C@@H](CCn3cc(-c4ccncc4)nn3)O2)cc1,3%
CCOc1ccc(CCNC(=O)c2cc3cccc4c3n2CCS4)cc1,-5%[15.4 µM]
COc1ccc(C(=O)NCc2ccc3c(c2)CCN3C(=O)c2ccc(C)cc2)cc1,3%
CCOC(=O)c1csc(CCNC(=O)c2ccccc2)n1,0%
Cc1cc(C)cc(-n2ccn(CC(=O)Nc3ccccc3C(F)(F)F)c(=O)c2=O)c1,-3%
Cc1nn(C(C)C(=O)NCCc2ccccc2)c(=O)c2c1sc1ccccc12 (stereo unspecified),0%
CCCCN(C=O)c1c(CC)nc2c(OCCOc3ccccc3)cccn12,3%
Cc1nc2cc(C(=O)NC3CCCCCC3)ccc2n1-c1ccc(Br)cc1,-4%
CCCCOc1ccc(CNC(=O)C2COc3ccc(OC)cc3C2)cc1 (stereo unspecified),4%
COc1ccc(C(=O)c2[nH]c(N)c(C(=O)NCCc3c[nH]c4ccccc34)c2-c2ccc(C(F)(F)F)cc2)cc1,-2%
CCOc1ccccc1NC(=O)C1=C(C)Nc2ncnn2C1c1ccco1 (stereo unspecified),-3%
CCOC(=O)C1(C)CCCN(C(=O)c2ccc3c(c2)CCO3)C1 (stereo unspecified),-1%
N#Cc1ccc(C(=O)N2CCCCC2c2cc(C(=O)Nc3ccccc3Cl)no2)cc1 (stereo unspecified),0%
CCOCCCNC(=O)C(c1ccccc1)N1Cc2ccccc2C1=O (stereo unspecified),-3%
Cc1ccc(CN2CC(N3CCN(CC4CC4)CC3)CS2(=O)=O)cc1 (stereo unspecified),-5%
CCc1ccc(NC(=O)CCc2c(C)nc3nc(-c4cc(OC)cc(OC)c4)nn3c2C)cc1,-5%
CC(C)Oc1ccc(CNC(=O)c2sc3ncccc3c2-n2cccc2)cc1,-2%
COc1c(Cl)cc(C(=O)Nc2cccnc2)cc1Cl,1%
COc1ccc(-c2nsc(NC(=O)COc3ccc(C)c(C)c3)n2)cc1,1%
CCN(Cc1ccccc1)C(=O)CN1C(=O)COc2ccc(S(=O)(=O)N3CCOCC3)cc21,0%
Cc1ccc(NC(=O)c2cc(S(=O)(=O)N(C)C3CCCCC3)ccc2F)cc1C,0%
CC(C)c1nc2ccc(C(=O)NCCCN3CCN(c4ccc(F)cc4)CC3)cc2o1,1%
O=C(Nc1cccc(C(=O)N2CCN(c3ccccc3F)CC2)c1)c1nsc2ccccc12,-11%
COC(=O)c1c(Oc2ccc(C(C)=O)cc2)nnc(-c2ccccc2)c1-c1ccccc1,1%
CCOc1ccc(-c2nnc(SCC(=O)NC3CCCC3)nc2-c2ccc(OCC)c(OC)c2)cc1OC,3%
CC1CCc2onc(C(=O)N3CCN(c4ccc(Cl)cc4)CC3)c2C1 (stereo unspecified),-4%
CCn1c2c(c(=O)n3ncc(C(=O)Nc4ccc(F)c(Cl)c4)c13)CN(Cc1ccc(OC)cc1)CC2,?

# Gathered by group, the compounds so far containing a furan ring, fused or not
SMILES,TbPYK inhibitor
CC(=O)Nc1cccc(-c2ccnc3c2CC(C)(C(=O)NCc2ccco2)O3)c1 (stereo unspecified),3%
O=C(Nc1c(C(=O)N2CCN(c3ccccc3)CC2)oc2ccccc12)c1ccccc1F,3%
CCN(CC)CCN(C(=O)c1ccco1)c1nc2ccc(Cl)cc2s1,-2%
Cc1nc(SCc2nc3ccc(Br)cc3[nH]2)c2oc3ccccc3c2n1,0%
c1coc(-c2nc3n(n2)C2(CCCCC2)[C@@H]2CCCC[C@@H]2N3)c1,4%
CCOc1ccc(CCNC(=O)c2c(C)oc3ncn(C)c(=O)c23)cc1,-7%
Cc1cc(F)ccc1S(=O)(=O)Nc1ccc2oc3c(c2c1)CC(C)CC3 (stereo unspecified),-2%
O=C(NCc1ccccc1)c1cccc2c(-c3ccc(F)c(F)c3)coc12,0%
CCOc1ccccc1NC(=O)C1=C(C)Nc2ncnn2C1c1ccco1 (stereo unspecified),-3%

# Carrying on:
SMILES,TbPYK inhibitor
O=C(Cn1ncc2ccc(Cl)cc21)NCc1ccc(F)cc1,2%
CN(CC(=O)Nc1ccc(Cl)cc1)CC(=O)Nc1sc2c(c1C(N)=O)CCC2,-9%
COc1ccc(CCn2nnc3ccccc3c2=O)cc1OC,-1%
CCOc1ccccc1-c1noc(CCCC(=O)Nc2cccc(C(F)(F)F)c2)n1,0%
Cc1ccc(C(=O)Nc2ccc(NC(=O)c3ccccc3Cl)c(C)c2)cc1,-9%
CCOc1ccc(OCC)c(NC(=O)C2CCCN(S(=O)(=O)c3ccc4c(c3)oc(=O)n4C)C2)c1 (stereo unspecified),-6%

# Screening data as filed in PubChem.

# Some of the compounds tested; the hit share may differ from the screen's.
